High-throughput results: PubChem BioAssay, Sanford-Burnham Center for Chemical Genomics
mouse EphA4 binding = inhibitors of EphA4 binding to KYL peptide, primary screen, biochemical, colorimetric, mouse EphA4 (AID 689) | one-dose inhibition, % at 10 µM; IC50 in µM for titrated hits | 62,000 tested, 0.1% active | EphA4-AP binding to KYL peptide, pNPP A405; higher % means a stronger effect; in the data active = a potency from the dose series; inactive = the rest, 99 in 100 with inhibition below about 22%
Active calls of the source: *. A portion of the library, so the mix of outcomes need not match the whole.

| structure | mouse EphA4 binding |
| --- | --- |
| CCN(CC)CCN1C(=O)C(O)=C(C(=O)/C=C/c2ccccc2)C1c1ccc(Br)cc1 (stereo not drawn) | 9% |
| C/C(Cl)=C/Cc1c(C)[nH]c2ccc(C)cc2c1=O | -15% |
| CCOC(=O)c1cc(CC)sc1NC(=O)c1cc([N+](=O)[O-])ccc1N1CCOCC1 | -8% |
| COC(=O)[C@@H](NC(=O)N(C1CCCCC1)C1CCCCC1)C(C)C | -5% |
| C/C(CCc1ccc2c(c1)OCO2)=N\N=C1\NC(=O)CC(C(=O)Nc2ccc(Cl)cc2)S1 (stereo not drawn) | -2% |
| Cc1ccc(-c2nc(CCN3C(=O)c4ccccc4C3=O)cs2)cc1 | -7% |
| O=C(OC(C(=O)NCc1ccc2c(c1)OCO2)c1ccc(Cl)cc1)c1ccco1 (stereo not drawn) | -11% |
| CC1=C(C(=O)Nc2ccccn2)C(c2ccc(N(C)C)cc2)n2ncnc2N1 (stereo not drawn) | -14% |
| OC1CCCN(Cc2ccccc2)C1 (stereo not drawn) | -14% |
| CCc1cc(=O)oc2cc(OC/C=C/c3ccccc3)ccc12 | 0% |
| Cc1cc(C(=O)NNC(=S)NCC(C)C)no1 | 2% |
| CCC(C)N1CC(O)=C(c2nc3ccccc3[nH]2)C1=N (stereo not drawn) | -12% |
| CCCNS(=O)(=O)c1cccc2cccnc12 | 13% |
| O=C(CN1CCN(Cc2ccccc2)CC1)NC(=O)NC1CCCCC1 | -10% |
| Cc1cccc(N2CCCn3c2nc2c3c(=O)n(CCN3CCOCC3)c(=O)n2C)c1 | 5% |
| COc1ccc(OC)c(C2Nc3ccccc3NC3=C2C(=O)CC(c2ccc(Cl)cc2)C3)c1 (stereo not drawn) | 12% |
| CCCOc1ccc(/C=N/O)cc1 | -7% |
| Cc1cc(SCC(=O)c2ccc3c(c2)OCO3)nc2ccccc12 | 2% |
| COc1ccc2oc(=O)c(C(=O)Nc3ccc(Cl)c(Cl)c3)cc2c1 | -2% |
| COc1nc(N(C)C)nc(-n2nnc(C(C)=O)c2C)n1 | -10% |
| Cc1ccc(S(=O)(=O)Nc2cc(C(=O)N3CCOCC3)ccc2N2CCCCC2)cc1 | 2% |
| COc1ccc(CN(CCC#N)C(=S)NC(=O)c2ccccc2)cc1 | -2% |
| O=C(/C=C/Nc1ccc(OC(F)(F)F)cc1)C(F)(F)F | -22% |
| CCN(CC)C(=O)CP(=O)(c1ccccc1)c1ccccc1 | -8% |
| FC(F)(F)c1cc(-c2ccco2)nc(NCc2cccnc2)n1 | -14% |
| CC(C)n1c(SCC(N)=O)nc2c1c(=O)[nH]c(=O)n2C | -14% |
| Clc1ccc(Sc2cc(N3CCOCC3)nc(-c3ccccc3)n2)cc1 | 2% |
| Clc1ccc(SCc2cn3ccsc3n2)cc1 | 0% |
| C/C(=C\C(=O)c1ccccc1)NCc1ccc(F)cc1 | 0% |
| Cc1ccc(N2C(=O)NC(=O)/C(=C\c3ccc(O)c(Br)c3)C2=O)cc1 | -10% |
| CCOc1cc(/C=N/NC(=O)CNc2ccc(C)cc2)ccc1OC(=O)c1ccccc1 | -10% |
| CCC(=O)NC(c1ccc(OC)c(OC)c1)c1c(OC(C)=O)ccc2ccccc12 (stereo not drawn) | 6% |
| Cc1ccc(-c2ccc(C3C(C#N)=C(N)Oc4n[nH]c(C)c43)o2)cc1 (stereo not drawn) | -12% |
| CCNc1cc(=O)n(C)c(=O)n1C | -12% |
| COC(=O)c1ccccc1NC(=O)COC(=O)c1ccc(C)c(NC(=O)c2ccco2)c1 | -8% |
| Cc1ccc(C(=O)CSc2nnc(COc3cccc(C)c3)o2)cc1 | -9% |
| CC1(C)CC2CC(C)(CN2C(=O)COC(=O)Cn2[nH]c(=O)c3ccccc3c2=O)C1 (stereo not drawn) | -1% |
| COC(=O)C1=C(C)N=c2s/c(=C/c3ccc(-c4cccc([N+](=O)[O-])c4)o3)c(=O)n2C1c1ccc(OC(C)=O)cc1 (stereo not drawn) | 16% |
| CCCCNC(=O)c1onc(CSc2cccc(F)c2)c1C(=O)O | -5% |
| CCOC(=O)N1CCN(c2c(NCCc3ccccc3)c(=O)c2=O)CC1 | -8% |
| O=C1NC(=O)C(=Cc2ccccc2OCCOc2ccccc2)C(=O)N1 | -2% |
| O=C(Nc1cccnc1)C1COc2ccccc2O1 (stereo not drawn) | -7% |
| Cc1nc2cc(NC(=O)NCc3ccccc3)ccc2o1 | -2% |
| CN(C)c1ccc(CN(C(=O)c2ccco2)C2CCS(=O)(=O)C2)cc1 (stereo not drawn) | -12% |
| O=C(CSCc1ccc(F)cc1)N1CCN(c2ccccc2)CC1 | -3% |

A draw from above in order of molecular weight, smallest number first.
| structure | mouse EphA4 binding |
| --- | --- |
| CCCCNC(=O)c1onc(CSc2cccc(F)c2)c1C(=O)O | -5% |
| Cc1ccc(C(=O)CSc2nnc(COc3cccc(C)c3)o2)cc1 | -9% |
| CN(C)c1ccc(CN(C(=O)c2ccco2)C2CCS(=O)(=O)C2)cc1 (stereo not drawn) | -12% |
| CCC(=O)NC(c1ccc(OC)c(OC)c1)c1c(OC(C)=O)ccc2ccccc12 (stereo not drawn) | 6% |

Next section.
| structure | mouse EphA4 binding |
| --- | --- |
| O=C(COc1ccccc1)Nc1ccc2c(c1)nc1n2CCSC1 | -34% |
| O=C1C(SC(F)(F)C(F)F)=C(C(F)(F)F)OC2C3C=CC(C3)C12 (stereo not drawn) | -9% |
| COc1ccc(Cc2noc(-c3ccc(OC)c(OC)c3)n2)cc1 | -12% |
| CC1CCN(C(=O)CN(C)S(=O)(=O)c2cccc3nsnc23)CC1 | -9% |
| CNC(=O)C1=C(C)Nc2nc3ccccc3n2C1c1cccc(OC)c1 (stereo not drawn) | -1% |
| O=C(NNc1ccc([N+](=O)[O-])cc1)C12CC3CC(CC(C3)C1)C2 | 4% |
| CCC1CCCCN1CCNS(=O)(=O)c1ccc2c(c1)CCN2C(C)=O (stereo not drawn) | -8% |
| O=C(NCCN1CCOCC1)c1ccc(Cl)cc1[N+](=O)[O-] | -1% |
| COC(=O)CN(c1ccc(C)cc1C)S(=O)(=O)c1ccccc1 | 5% |
| Cc1cccc(NC2(C(F)(F)F)N=C(c3ccccc3)NC2=O)n1 (stereo not drawn) | -12% |
| Cn1c(=O)cc(OCCCC(=O)N2CCN(c3ccccc3)CC2)c2ccccc21 | 6% |
| Cc1ccc2nc(C)cc(OCC(=O)O)c2c1 | 2% |
| CN1CCN(S(=O)(=O)c2ccc(Cc3ccc(S(=O)(=O)N4CCN(C)CC4)cc3)cc2)CC1 | -10% |
| CCOc1ccc(C(=O)Nc2c3c(nn2-c2ccc(F)cc2)CS(=O)C3)cc1 (stereo not drawn) | -6% |
| CCCn1c(NCc2cc(OC)ccc2OC)nc2ccccc21 | -2% |
| CC(=O)CC(=O)Nc1cccc2c1CCCC2 | 7% |
| CCOC(=O)c1cccc(NC(=O)CSc2nnnn2C)c1 | -11% |
| CC(C)c1ccc2nc3sc(C(=O)N4CCc5ccccc5C4)c(N)c3cc2c1 | 18% |
| CC(C)CC1(C)NC(=O)N(CC(=O)NC(=O)Nc2ccc3c(c2)OCCO3)C1=O (stereo not drawn) | 6% |
| COc1cccc(N2CC(C(=O)NC3CCCCC3)CC2=O)c1 (stereo not drawn) | -7% |
| CC(C)CNC(=O)c1nc(-c2ccccc2)n(-c2ccccc2)n1 | -2% |
| Cc1ccc(S(=O)(=O)N2CCCC(C(=O)NCCCN3CCCCC3C)C2)cc1 (stereo not drawn) | -15% |
| O=C(Cn1nc(-c2ccc(Cl)cc2)c2ccccc2c1=O)NCC1CCCO1 (stereo not drawn) | 1% |
| CN(C)c1ccc(/C=C2/C(=O)N(c3ccc([N+](=O)[O-])cc3)N=C2N2CCOCC2)cc1 | -1% |
| COc1ccc(OC(C)C(=O)Nc2ccc([N+](=O)[O-])cc2OC)cc1 (stereo not drawn) | -6% |
| CCN(CC)C(=O)c1ccccc1NC(=O)c1ccccc1 | 2% |
| O=C(CSc1nnnn1C1CCCCC1)N1CCCC1 | 0% |
| COc1ccc(-c2[nH]ncc2-c2cnc(C)s2)c(O)c1 | -16% |
| Cn1nc(C(F)(F)F)c2cc(NC(=O)OCC(C)(C)C)sc21 | 4% |
| CC(C)(C)OC(=O)COc1ccc2cc(-c3nc4ccccc4s3)c(=O)oc2c1 | -1% |
| c1ccc2[nH]c(CSc3ncnc4c3oc3ccccc34)nc2c1 | -9% |
| O=C(COc1ccc2ccccc2c1)Nc1cccc2cccnc12 | -5% |
| Cn1nnnc1SCC(=O)NC(C)(C)C | -5% |
| CCN(CC)C(=O)CSc1nc2c(sc(=S)n2Cc2ccco2)c(=O)n1-c1ccccc1 | -12% |
| Cc1c(C(=O)NCc2ccccc2)oc2ccc(S(=O)(=O)N3CCCC3)cc12 | -8% |
| O=C(O)c1ccc(-c2ccccc2)[nH]1 | -24% |
| CSc1ccc(NC(=O)NCCCN2CCN(c3ccccc3F)CC2)cc1 | -5% |
| COc1ccc(CCNC(=O)Cn2nnc(-c3ccccc3F)n2)cc1OC | -10% |
| Cc1ccc(OCc2nc(-c3ccccn3)no2)cc1 | 3% |
| COc1ccc(N(CC(=O)NC(C)(C)C)S(=O)(=O)c2ccc(C)cc2)cc1OC | 7% |
| CC1CCC/C(=C\Nc2ccccc2C(=O)O)C1=O (stereo not drawn) | -13% |
| COc1ccc(-c2nnc3sc(COc4ccccc4)nn23)cc1 | -8% |
| CSc1nc(NC(C)(C)C)nc(Oc2ccc(=O)n(C)n2)n1 | -6% |
| CCOC(=O)c1ccc2nc(C(F)(F)F)[nH]c(=O)c2c1 | 2% |
| CN=Cc1sc2ccccc2c1O | -8% |

4 compounds picked at random from the list so far, as already listed:
| structure | mouse EphA4 binding |
| --- | --- |
| c1ccc2[nH]c(CSc3ncnc4c3oc3ccccc34)nc2c1 | -9% |
| COc1ccc(CCNC(=O)Cn2nnc(-c3ccccc3F)n2)cc1OC | -10% |
| CCN(CC)C(=O)CSc1nc2c(sc(=S)n2Cc2ccco2)c(=O)n1-c1ccccc1 | -12% |
| Cc1c(C(=O)NCc2ccccc2)oc2ccc(S(=O)(=O)N3CCCC3)cc12 | -8% |

Next section.
| structure | mouse EphA4 binding |
| --- | --- |
| Cn1cccc1C(=O)NC(=O)CSc1cccc[n+]1[O-] | 14% |
| CCC(C#CCN1CCCCC1)(CC)OCCC#N | 8% |
| Cc1nnc(SCC(=O)Nc2nc(-c3ccccc3)cs2)n1N | 1% |
| O=C(CN1CCCC1)NC1C2CC3CC(C2)CC1C3 (stereo not drawn) | -9% |
| COc1ccc(/C=C/C(=O)n2nc(C)cc2C)cc1 | 6% |
| CC1CC(C)(C)NC(C)c2ccccc21 (stereo not drawn) | 0% |
| O=C(CNC(=O)Cc1ccccc1)NCC(=O)OCc1ccccc1 | 4% |
| COc1ccc(CNC(=O)C2CCCN2S(=O)(=O)c2ccccc2)cc1 (stereo not drawn) | 0% |
| O=C(COc1ccc(Cl)cc1)Nc1ccc(-c2nc3ccccc3o2)c(O)c1 | 6% |
| COc1cccc(C(=O)Nc2cc([N+](=O)[O-])ccc2N2CCN(C)CC2)c1 | -4% |
| O=S(=O)(c1cnc[nH]1)N1CCN(c2ccccc2)CC1 | -19% |
| C=CCNC(=O)C1CC(=O)N(c2ccc(OCC(=O)Nc3ccc(C)cc3)cc2)C1 (stereo not drawn) | -18% |
| O=C(CSCc1ccc(F)cc1)Nc1nc2c(s1)CCCC2 | -12% |
| Cc1cc(NC(=O)CCCC(=O)OCC(F)(F)C(F)F)cc(C)c1C(=O)O | 14% |
| COc1ccc(C(=O)Nc2nc(-c3ccc(OC)cc3)c(-c3ccc([N+](=O)[O-])cc3)s2)cc1 | 47% |

Reformatted: four of the compounds above
| mouse EphA4 binding | SMILES |
| --- | --- |
| 6% | COc1ccc(/C=C/C(=O)n2nc(C)cc2C)cc1 |
| 0% | CC1CC(C)(C)NC(C)c2ccccc21 (stereo not drawn) |
| 4% | O=C(CNC(=O)Cc1ccccc1)NCC(=O)OCc1ccccc1 |
| 0% | COc1ccc(CNC(=O)C2CCCN2S(=O)(=O)c2ccccc2)cc1 (stereo not drawn) |

Later entries
| structure | mouse EphA4 binding |
| --- | --- |
| CCOC(=O)C1=C(C)NC(C)=C(C(=O)OCC)C1c1ccc(OCC(N)=O)cc1 | -1% |
| CCSc1nnc(NC(=O)CSc2nc3c(c(=O)n2CC)SC(C)C3)s1 (stereo not drawn) | -2% |
| Cc1c(OCc2ccccc2)c(=O)ccn1Cc1ccccc1 | -1% |
| Cc1cccc(OCCCSc2nc3ccccc3[nH]2)c1 | 0% |
| O=C(CN(Cc1cccs1)C(=O)CNC(=O)c1ccco1)NC1CCCCC1 | -11% |
| Cc1ccc(Cn2nnc3c(=O)[nH]c(C4CCCN(C(=O)Nc5ccc(F)cc5)C4)nc32)cc1 (stereo not drawn) | 2% |
| CCCCN(CCCC)S(=O)(=O)c1ccc2oc(C(=O)N3CCOCC3)c(C)c2c1 | 6% |
| Cn1c(=O)c2cc(S(=O)(=O)NC(Cc3ccccc3)C(=O)NCc3ccco3)ccc2n(C)c1=O (stereo not drawn) | -18% |
| O=C(NC1CCCC1)C1c2ccccc2C(=O)N1C1CCCCC1 (stereo not drawn) | 0% |
| CC(=O)N1CCN(S(=O)(=O)c2ccc(C)cc2)C1C(C)C (stereo not drawn) | -9% |
| CCOc1ccc(OCC)c(NC(=O)CSc2nc3c(c(=O)n(C)c(=O)n3C)n2C)c1 | -13% |
| O=S(=O)(c1ccc(Br)s1)N1CCC(Cc2ccccc2)CC1 | 1% |
| CC(N)C12CC3CC(CC(O)(C3)C1)C2 (stereo not drawn) | 3% |
| O=C(CSc1nnc(CNC(=O)c2ccco2)o1)c1ccccc1 | -2% |
| CCOc1ccc(NC(=O)CSc2nc3ccccc3c(=O)n2-c2ccccc2)cc1 | 0% |
| Cc1c(S(=O)(=O)Nc2cccc(Cl)c2)c(=O)n(C)c(=O)n1C | 4% |
| CSc1nnc2n(-c3ccccc3)c(=O)c3c4c(sc3n12)CCC4 | 7% |
| CC(C)CNC(=O)c1cccc(NC(=O)Cc2ccc(Cl)cc2)c1 | 1% |
| Nc1ccc(Cc2ccc(N)c(C(=O)O)c2)cc1C(=O)O | -3% |
| COc1ccc(NC(=O)N2CCN(S(C)(=O)=O)CC2)cc1OC | -22% |
